Compound activity from PubChem.
ELG1 genotoxic – qHTS screen for small molecules that induce genotoxicity in human embryonic kidney (HEK293T) cells expressing luciferase-tagged ELG1; HEK293T ELG1-luciferase reporter, luminescence, 16 h; Potency, µM (doses to about 46 µM), for inactives: at the top dose activity change, positive = activation, hits mostly activators; hit rate 1.3% among 330,000; AID 504466, 2011; further: potency means the concentration at half of the fitted maximal effect; % of control where 0% means no effect; nearly all actives have a fitted effect of over 60% in size
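HEK293T cells expressing luciferase-tagged ELG1 were exposed to compound or DMSO vehicle for 16 hr at 37 °C and 5% CO2. Luciferase activity was then measured with ONE-Glo after 30 min at room temperature.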
NPC1 promoter act – qHTS Assay for NPC1 Promoter Activators | Huh7 NPC1 promoter luciferase reporter, 24 h | Potency, µM (highest dose often 9.22 µM), for inactives: at the top dose activation, most hits filed as activators | hit rate 2.4% among 320,000;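 further: potency means the concentration at half of the fitted maximal effect; % of control where 0% means no effect; nearly all actives have a fitted effect of over 60% in size; reporter is driven by a mutant NPC1 promoter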
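Huh7 cells stably carrying NPC1 promoter–luciferase, plated in Opti-MEM with 10% FBS for 2 h, were exposed to compound in DMSO for 24 h at 37 °C; luciferase reagent was added for 10 min and luminescence read.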
BRCA1 expr up – qHTS Assay to Identify Small Molecule Activators of BRCA1 Expression; MCF7-BRCA1-FFLuc reporter, luminescence, 48 h; response scale: scaled: vehicle 0%, 10 µM genistein 100%; AID 624202, 2012; hit rate 1.1% among 380,000; Potency, µM (titrated, usually from 46.1 µM), for the others: top-dose activation, actives largely listed as activators; further: potency means the concentration at half of the fitted maximal effect; nearly all actives have a fitted effect of over 80% in size; some results filed as inactive show a strong effect at the top dose
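Luminescence from a BRCA1-driven firefly luciferase in MCF7 cells was read after 48 h compound exposure at 37 C. Data normalized against DMSO and a 10microM genistein activation control, then curve-fitted across the titration.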
p53 reactivation – qHTS assay for re-activators of p53 using a Luc reporter. Potency, µM (top dose mostly 92.2 µM), for inactives: at the top dose activity change, positive = activation, hits mostly activators. H1299 p53-A138V BP100-luciferase reporter, luminescence, 24 h. hit rate 0.063% among 320,000. AID 504706, 2011; further: potency means the concentration at half of the fitted maximal effect; % of control where 0% means no effect; nearly all actives have a fitted effect of over 45% in size
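p53-null H1299 cells stably carrying temperature-sensitive p53-A138V and a BP100-luciferase reporter were pinned with compounds (4-point, 1:5 series) and held 24 hrs at 37 deg C. Luminescence was read 10 min after detection reagent.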
Rab9 prom act – qHTS Assay for Rab9 Promoter Activators; Huh7 Rab9 promoter-luciferase reporter, luminescence, 24 h; Potency, µM (highest dose often 9.22 µM), for the others: at the highest dose activation, negative = inhibition, usual class: activators; hit rate 2.8% among 320,000; further: potency means the concentration at half of the fitted maximal effect; % of control where 0% means no effect; nearly all actives have a fitted effect of over 60% in size
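Luminescence from Amplite-detected luciferase (10 minutes, ambient) reports Rab9 promoter activation. Before that, stable Rab9-luciferase Huh7 cells (1500/well, reduced-serum OP-MEM I plus 10% FBS) were exposed to compound for 24 hours at 37C.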
TRPV1 agonist – HTS Assay for Compounds that Act as Agonists of the Vanilloid Receptor 1. TRPV1-expressing cells, Fluo-8 calcium influx, agonist mode. Transient receptor potential cation channel subfamily V member 1 (Homo sapiens), Q8NER1. hit rate 0.19% among 320,000. activation, % at 8.33 µM; in the data active means activation above about 80%; inconclusive means between about 30% and that limit; further: 0% is about no effect
Target sequence (Q8NER1 whole entry, looked up): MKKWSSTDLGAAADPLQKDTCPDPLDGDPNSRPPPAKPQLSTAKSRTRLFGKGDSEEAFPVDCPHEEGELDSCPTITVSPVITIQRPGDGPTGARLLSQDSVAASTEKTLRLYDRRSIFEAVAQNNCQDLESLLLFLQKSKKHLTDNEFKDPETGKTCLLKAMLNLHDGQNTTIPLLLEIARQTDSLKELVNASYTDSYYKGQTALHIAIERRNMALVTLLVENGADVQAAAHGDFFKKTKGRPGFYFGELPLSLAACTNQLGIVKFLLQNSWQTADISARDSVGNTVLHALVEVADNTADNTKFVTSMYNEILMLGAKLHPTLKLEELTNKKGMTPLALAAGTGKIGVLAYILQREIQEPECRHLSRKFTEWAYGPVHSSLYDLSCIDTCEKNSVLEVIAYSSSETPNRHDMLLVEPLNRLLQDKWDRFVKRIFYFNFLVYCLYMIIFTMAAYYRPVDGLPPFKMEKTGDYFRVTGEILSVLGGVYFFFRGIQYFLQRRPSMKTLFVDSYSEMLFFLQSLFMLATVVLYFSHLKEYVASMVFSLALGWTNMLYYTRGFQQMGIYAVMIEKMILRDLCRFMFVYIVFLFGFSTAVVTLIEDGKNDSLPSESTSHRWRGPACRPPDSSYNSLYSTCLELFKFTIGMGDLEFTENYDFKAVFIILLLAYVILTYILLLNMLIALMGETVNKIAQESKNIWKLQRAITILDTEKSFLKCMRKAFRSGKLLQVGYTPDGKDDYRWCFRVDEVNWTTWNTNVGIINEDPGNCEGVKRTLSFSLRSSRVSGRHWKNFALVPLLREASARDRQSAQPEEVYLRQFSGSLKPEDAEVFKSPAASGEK
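Cells expressing TRPV1 were dye-loaded with Fluo-8 and read kinetically: 10 s baseline, 3 min after compound (agonist portion), then 2 min after EC20 capsaicin (allosteric enhancer portion). Calcium-bound dye fluorescence at 480/520 nm.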
RORgamma inh – qHTS for inhibitors of ROR gamma transcriptional activity | Nuclear receptor ROR-gamma (Mus musculus), P51450 | Drosophila S2 Gal4-RORgamma UAS-luciferase reporter, 20 h | Potency, µM (highest dose often 53.6 µM), for inactives: top-dose activity change, negative = inhibition, usual class: inhibitors | hit rate 5.4% among 310,000 | AID 2551, 2010; further: potency means the concentration at half of the fitted maximal effect; on the % scale 0 is the no-effect control and ±100 the full control effect; nearly all actives have a fitted effect of over 60% in size
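Schneider cells (Drosophila), stable Gal4 DBD–ROR gamma + UAS-luc; 1 hr cmpd preincubation; Cu2+ induction 700 uM final; 20 hr ambient; luminescence.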
ELG1 DNA repair – qHTS screen for small molecules that inhibit ELG1-dependent DNA repair in human embryonic kidney (HEK293T) cells expressing luciferase-tagged ELG1. hit rate 2.3% among 330,000. HEK293T ELG1-luciferase reporter, luminescence, 16 h; DNA damage induced by 5-fluorouridine. Potency, µM (titrated, usually from 46.1 µM), for the others: at the top dose activity change, negative = inhibition, actives largely listed as inhibitors; further: potency means the concentration at half of the fitted maximal effect; on the % scale 0 is the no-effect control and ±100 the full control effect; nearly all actives have a fitted effect of over 55% in size
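5-Fluorouridine DNA damage + compound/DMSO, 2,000 cells/well, 16 h, 37 °C/5% CO2. ONE-Glo, 30 min RT, luminescence. Readout = decrease in reporter signal.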
VP16 counter – VP16 counterscreen qHTS for inhibitors of ROR gamma transcriptional activity. Drosophila S2 Gal4-VP16 UAS-luciferase, luminescence, 20 h. hit rate 3.5% among 310,000. Potency, µM (top dose mostly 53.6 µM), for the others: at the top dose activity, negative = inhibition, usual class: inhibitors. AID 2546, 2010;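 further: Gal4-VP16 expression switched on by copper sulfate through the metallothionein promoter; potency means the concentration at half of the fitted maximal effect; on the % scale 0 is the no-effect control and ±100 the full control effect; nearly all actives have a fitted effect of over 50% in size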
Tb PFK block – qHTS Assay to Find Inhibitors of T. brucei phosphofructokinase. ATP-dependent 6-phosphofructokinase (Trypanosoma brucei brucei), O15648. T. brucei PFK, ADP-Glo luminescence. Potency, µM (series often up to 57.5 µM), without a hit: at the top dose activity, negative = inhibition, actives largely listed as inhibitors. hit rate 0.17% among 330,000;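 further: potency means the concentration at half of the fitted maximal effect; 0% = uninhibited 1x PFK enzyme wells and -100% = no-enzyme wells; nearly all actives have a fitted effect of over 60% in size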
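ADP-Glo luminescence quantified ADP after 45 min at room temperature, with 1.25 nM T. brucei PFK, 0.1 mM ATP and 0.5 mM fructose-6-phosphate in pH 8.0 TEA buffer. qHTS titrations up to 57 µM; curves classified by quality.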
FLuc modulator – qHTS profiling assay for firefly luciferase inhibitor/activator using purifed enzyme and Km concentrations of substrates (counterscreen for miR-21 project); Luciferin 4-monooxygenase (Photinus pyralis), P08659; purified FLuc, Km substrates, luminescence inhibition; Potency, µM (highest dose often 57.5 µM), for inactives: at the top dose activity change, negative = inhibition, usual class: inhibitors; hit rate 6.9% among 360,000;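 further: potency means the concentration at half of the fitted maximal effect; plate controls were vehicle for no effect and reference inhibitor for full effect; nearly all actives have a fitted effect of over 55% in size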
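Purified P. pyralis luciferase, 10 nM final, with Km-level 10 uM D-luciferin and 10 uM ATP in 50 mM Tris acetate pH 7.5, 10 mM Mg acetate, 0.01% Tween-20, 0.05% BSA; 6-point qHTS titration about 60 µM downward; luminescence read.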
An asterisk follows results filed as active. Unless noted, the call rests on the fitted dose curve; in most records, active means well fitted curve in the direction sought with a large enough effect; inconclusive means small, poorly fitted or top-dose-only effect, or another doubt; inactive means no such curve, though single readings can be large; an effect the other way counts as inactive or inconclusive.

For Cc1ccc(S(=O)(=O)N(CC(=O)NCc2ccccc2)C(=O)N2CCN(C)CC2)cc1 the results were ELG1 genotoxic -9%, NPC1 promoter act 12%, BRCA1 expr up -1%, p53 reactivation 0%, Rab9 prom act -2%, TRPV1 agonist 2, ELG1 DNA repair -2%, Tb PFK block -1% and FLuc modulator 3%.
For Cc1ccc2[nH]c(=O)c(CN(C(=O)c3cccc([N+](=O)[O-])c3)C(C)(C)C)cc2c1 the results were ELG1 genotoxic 2%, NPC1 promoter act -3%, BRCA1 expr up 0%, p53 reactivation -1%, Rab9 prom act -5%, TRPV1 agonist inconclusive, RORgamma inh -30%, ELG1 DNA repair -1%, VP16 counter 4%, Tb PFK block 1% and FLuc modulator 2%.
Screening Cc1ccc(C)c(OCC(=O)Nc2cc(C)on2)c1 returned ELG1 genotoxic inconclusive, NPC1 promoter act 19%, BRCA1 expr up 8%, p53 reactivation inconclusive, Rab9 prom act 22%, TRPV1 agonist 1, RORgamma inh 38%, ELG1 DNA repair inconclusive, VP16 counter inconclusive, Tb PFK block 2% and FLuc modulator inconclusive.
`CC(C)(C)n1nnnc1CN1CCSCC1` gave ELG1 genotoxic -1%, NPC1 promoter act -3%, BRCA1 expr up -11%, p53 reactivation -8%, Rab9 prom act -2%, TRPV1 agonist 3, RORgamma inh -9%, ELG1 DNA repair 20%, VP16 counter -8%, Tb PFK block 0% and FLuc modulator 3%.
`CC(=O)Nc1cc(NC(C)=O)cc(C(=O)OCC(=O)N(c2ccccc2)C2CCS(=O)(=O)C2)c1` (configuration not stated) gave ELG1 genotoxic 0%, NPC1 promoter act -1%, BRCA1 expr up 11%, p53 reactivation 8%, Rab9 prom act 0%, TRPV1 agonist 1, ELG1 DNA repair 10%, Tb PFK block inconclusive and FLuc modulator 0%.
COc1cc(NC(=O)C2=COCCO2)c(OC)cc1Cl was read as ELG1 genotoxic 0%, NPC1 promoter act 1%, BRCA1 expr up -64%, p53 reactivation 3%, Rab9 prom act 0%, TRPV1 agonist 0, ELG1 DNA repair 4%, Tb PFK block 10% and FLuc modulator -1%.
Screening CCOc1cccc(C(=O)NC(=S)Nc2ccc(Cl)cc2C(=O)O)c1 returned ELG1 genotoxic 1%, NPC1 promoter act -10%, BRCA1 expr up 0%, p53 reactivation -4%, Rab9 prom act -6%, TRPV1 agonist -2, RORgamma inh 7.1µM*, ELG1 DNA repair 11%, VP16 counter 3.5µM*, Tb PFK block 2% and FLuc modulator inconclusive.
Screening Cc1ccc(C(=O)NC(NC(=O)c2ccc(C)cc2)C(Cl)Cl)cc1 returned ELG1 genotoxic 1%, NPC1 promoter act -4%, BRCA1 expr up -26%, p53 reactivation -3%, Rab9 prom act -4%, TRPV1 agonist 16, RORgamma inh -21%, ELG1 DNA repair inconclusive, VP16 counter -13%, Tb PFK block -4% and FLuc modulator 6%.
For O=C(Cc1ccccc1)NN1C(=O)C2C3C=CC([C@@H]2C1=O)C31CC1 (some centres not stated) the results were ELG1 genotoxic 0%, NPC1 promoter act -2%, BRCA1 expr up -15%, p53 reactivation 15%, Rab9 prom act -7%, TRPV1 agonist 1, RORgamma inh -1%, ELG1 DNA repair 16%, VP16 counter -11%, Tb PFK block 0% and FLuc modulator 2%.
Screening Cc1ccc(OCCCCN2CCC(C)CC2)c(Br)c1 returned ELG1 genotoxic -1%, NPC1 promoter act 3%, BRCA1 expr up -48%, p53 reactivation -9%, Rab9 prom act 1%, TRPV1 agonist 1, RORgamma inh -32%, ELG1 DNA repair 3%, VP16 counter -13%, Tb PFK block -7% and FLuc modulator 0%.
For O=C(CC1(O)C(=O)N(CCc2ccccc2)c2ccccc21)c1ccco1 (configuration not stated) the results were ELG1 genotoxic 4%, NPC1 promoter act -1%, BRCA1 expr up -15%, p53 reactivation 3%, Rab9 prom act -5%, TRPV1 agonist -1, RORgamma inh 4%, ELG1 DNA repair 0%, VP16 counter 6%, Tb PFK block -6% and FLuc modulator 0%.
CC(O/N=C/c1ccccc1OC(F)F)C(=O)Nc1cccc(S(=O)(=O)N2CCOCC2)c1 (configuration not stated) was read as ELG1 genotoxic 2%, NPC1 promoter act 3%, BRCA1 expr up -13%, p53 reactivation -3%, Rab9 prom act -1%, TRPV1 agonist 9, RORgamma inh 25%, ELG1 DNA repair inconclusive, VP16 counter -10%, Tb PFK block -3% and FLuc modulator 1%.
For O=C(Cn1cc(C(=O)C2CC2)c2ccccc21)Nc1ccc(F)cc1 the results were ELG1 genotoxic -4%, NPC1 promoter act -3%, BRCA1 expr up -13%, p53 reactivation 2%, Rab9 prom act -1%, TRPV1 agonist 3, RORgamma inh 12%, ELG1 DNA repair 1%, VP16 counter -3%, Tb PFK block 6% and FLuc modulator 2%.
CCC(=O)c1ccc(N2CCN(C(=O)c3ccccc3Br)CC2)c(F)c1 was read as ELG1 genotoxic -9%, NPC1 promoter act -6%, BRCA1 expr up 2%, p53 reactivation -3%, Rab9 prom act -10%, TRPV1 agonist 5, RORgamma inh -56%, ELG1 DNA repair inconclusive, VP16 counter inconclusive, Tb PFK block 2% and FLuc modulator 1%.
`N#CCC(=O)Nc1ccc(C(=O)NNC(=O)c2ccccc2-n2cccc2)cc1` gave ELG1 genotoxic 2%, NPC1 promoter act -6%, BRCA1 expr up 9%, p53 reactivation 5%, Rab9 prom act -6%, TRPV1 agonist -2, ELG1 DNA repair 5%, Tb PFK block -4% and FLuc modulator 4%.

Reprinted from the part before: two compounds, followed by the next part.
CCC(=O)c1ccc(N2CCN(C(=O)c3ccccc3Br)CC2)c(F)c1 was read as ELG1 genotoxic -9%, NPC1 promoter act -6%, BRCA1 expr up 2%, p53 reactivation -3%, Rab9 prom act -10%, TRPV1 agonist 5, RORgamma inh -56%, ELG1 DNA repair inconclusive, VP16 counter inconclusive, Tb PFK block 2% and FLuc modulator 1%.
`N#CCC(=O)Nc1ccc(C(=O)NNC(=O)c2ccccc2-n2cccc2)cc1` gave ELG1 genotoxic 2%, NPC1 promoter act -6%, BRCA1 expr up 9%, p53 reactivation 5%, Rab9 prom act -6%, TRPV1 agonist -2, ELG1 DNA repair 5%, Tb PFK block -4% and FLuc modulator 4%.
Screening COc1cccc(NS(=O)(=O)c2nc3nc(C)cc(C)n3n2)c1 returned ELG1 genotoxic 4%, NPC1 promoter act -2%, BRCA1 expr up 0%, p53 reactivation -1%, Rab9 prom act 4%, RORgamma inh 4%, ELG1 DNA repair 15%, VP16 counter 0%, Tb PFK block 4% and FLuc modulator -1%.
CC(C)N1C(=O)c2ccccc2N(Cc2ccccc2)S1(=O)=O was read as ELG1 genotoxic -1%, NPC1 promoter act 0%, BRCA1 expr up -8%, p53 reactivation 7%, Rab9 prom act 0%, TRPV1 agonist 12, RORgamma inh 10%, ELG1 DNA repair -9%, VP16 counter -8%, Tb PFK block -1% and FLuc modulator -1%.
COCCCNC(=O)CC(=O)N/N=C\c1ccc(SC)cc1 was read as ELG1 genotoxic 1%, NPC1 promoter act -7%, BRCA1 expr up 1%, p53 reactivation -8%, Rab9 prom act -3%, TRPV1 agonist -1, RORgamma inh 8%, ELG1 DNA repair 11%, VP16 counter -9%, Tb PFK block 2% and FLuc modulator -2%.
CC(C)c1ccc(NC(=O)CSc2n[nH]c(=O)n2-c2ccc3c(c2)OCCO3)cc1 was read as ELG1 genotoxic -2%, NPC1 promoter act 1%, BRCA1 expr up -25%, p53 reactivation -4%, Rab9 prom act 2%, TRPV1 agonist -11, RORgamma inh inconclusive, ELG1 DNA repair -9%, VP16 counter -2%, Tb PFK block -6% and FLuc modulator -10%.
For C=CCN(c1ccccc1)S(=O)(=O)c1cccc(C(=O)NCC(c2ccc(OC)cc2)N2CCCCC2)c1 (configuration not stated) the results were ELG1 genotoxic -4%, NPC1 promoter act -1%, BRCA1 expr up -52%, p53 reactivation 13%, Rab9 prom act -9%, TRPV1 agonist 7, ELG1 DNA repair 1%, Tb PFK block -3% and FLuc modulator 9%.

An unsorted share of the library (roughly 15% active in at least one column).
